Integrin act MD: activators of alpha7 integrin expression for muscular dystrophy; alpha7betagal myoblasts, beta-gal FDG fluorescence, 48 h; Potency, µM (highest dose often 38.3 µM), inactives show at the top dose activation, actives largely listed as activators; hit rate 0.064% among 350,000;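 note: potency is the fitted concentration of half-maximal effect; 100% = response of the positive control SU9516; nearly all actives have a fitted effect of over 60% in size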
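Alpha7betagal+/- myoblasts (passage 13) were plated 16-24 hr, then exposed to compounds (1:260 dilution of DMSO stock) for 48 hours at 37C. After MPER lysis, β-galactosidase reporter activity was read as FDG fluorescence (ex 480/em 540) after 30 minutes.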
PTAP TSG101 blk: blocks PTAP/TSG101 interaction to inhibit HIV-1 budding; Q99816; Fluorescence polarization, FITC-PTAP peptide / Tsg101 binding; Potency, µM (highest dose often 115 µM), without a hit: at the highest dose activity change, negative = inhibition, actives largely listed as inhibitors; 340,000 tested, under 10 active; AID 493005; active = well fitted inhibition curve with a large enough effect in the main read-out, with a control signal flat, not every such curve was filed as active; inconclusive = small, poorly fitted or top-dose-only effect, or effect the other way, or a change in a side signal; inactive = no such curve, though single readings can be large or run the other way; note: potency is the fitted concentration of half-maximal effect; % of control where 0% means no effect
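Fluorescence anisotropy tracks displacement of a FITC-tagged PTAP peptide (50 nM) from the Tsg101 binding domain (10 uM), following a 20 min room-temperature incubation at pH 7.5.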
p53 reactivator: mutant p53 re-activation in reporter cells; H1299 p53-A138V BP100-luciferase reporter, luminescence, 24 h; Potency, µM (highest dose often 92.2 µM), for inactives: at the highest dose activity change, positive = activation, usual class: activators; hit rate 0.063% among 320,000; AID 504706; note: potency is the fitted concentration of half-maximal effect; % of control where 0% means no effect; nearly all actives have a fitted effect of over 45% in size
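H1299 (p53-null), stable ts p53-A138V + BP100-Luc; 1000 cells/well, Opti-MEM/10% FBS; cpd 4 pt, 1:5; 24 h, 37 deg C, 5% CO2; detection reagent 10 min RT; luminescence.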
ELG1 DNA repair: inhibitors of ELG1-dependent DNA repair in HEK293T cells; hit rate 2.3% among 330,000; HEK293T ELG1-luciferase reporter, luminescence, 16 h; DNA damage induced by 5-fluorouridine; Potency, µM (titrated, usually from 46.1 µM), without a hit: at the highest dose activity change, negative = inhibition, most hits filed as inhibitors; note: potency is the fitted concentration of half-maximal effect; % is set by controls: 0 for no effect and ±100 for the full control effect; nearly all actives have a fitted effect of over 55% in size
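5-Fluorouridine DNA damage + compound/DMSO, 2,000 cells/well, 16 h, 37 °C/5% CO2. ONE-Glo, 30 min RT, luminescence. Readout = decrease in reporter signal.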
TCR activator: activators of T cell receptors | primary human leukocytes, anti-CD3, IL-2 HTRF, 48 h | 330,000 tested, under 10 active | Potency, µM (doses to about 9.22 µM), for inactives: at the highest dose activation of IL-2 secretion, most hits filed as activators; note: % of control where 0% means no effect
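48 hr co-incubation of compounds, a-CD3 beads and primary human leukocytes; IL-2 quantified homogeneously by HTRF with anti-IL-2 K and d2 conjugates.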
A-T KAP1 phos: candidate therapy for ataxia-telangiectasia; AID 485349; […] A-T fibroblasts, KAP-1 phosphorylation AlphaLISA; neocarzinostatin DNA damage 30 min before lysis; Potency, µM (highest dose often 57.5 µM), inactives show at the top dose activation, hits mostly activators; hit rate 0.19% among 320,000; note: potency is the fitted concentration of half-maximal effect; % of control where 0% means no effect; nearly all actives have a fitted effect of over 45% in size
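ATM-like activity read as KAP-1 phosphorylation via AlphaLISA donor/acceptor antibody pairs after lysis and 6 hr at 25C. Cells were ATM-null patient fibroblasts ([…], hTERT), dosed 60 min, then exposed to the DSB inducer NCS for 30 min.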
B2AR arrestin: recruits beta-arrestin to the human beta2-adrenergic receptor; hit rate 0.02% among 330,000; beta-arrestin recruitment to beta2AR, cell-based reporter; Potency, µM (titrated, usually from 46.1 µM), for inactives: top-dose activation, most hits filed as activators;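 note: potency is the fitted concentration of half-maximal effect; 0% = DMSO controls and full agonism = EC100 isoproterenol or metaproterenol; nearly all actives have a fitted effect of over 65% in size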
TRPV1 agonist: activates the human vanilloid receptor TRPV1; Q8NER1; TRPV1-expressing cells, Fluo-8 calcium influx, agonist mode; activation, % at 8.33 µM; hit rate 0.19% among 320,000; AID 540275; in the data active = activation above about 80%; inconclusive = between about 30% and that limit; note: 0% is about no effect
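TRPV1-expressing cells were cultured overnight at 35.5C and loaded with Fluo-8 calcium dye for 40 to 90 min at room temperature. After a 10 s baseline, compound was added and calcium influx was read kinetically for 3 min (ex 480/em 520 nm).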
MLL CXXC-DNA inh: inhibitors of human MLL CXXC domain-DNA interaction | AID 2662 | Potency, µM (titrated, usually from 115 µM), inactives show top-dose activity change, negative = inhibition, usual class: inhibitors | Q03164 | hit rate 0.037% among 290,000 | MLL-CXXC / FITC-HOXA9 DNA fluorescence polarization; active = well fitted inhibition curve with a large enough effect in the polarisation, with a control signal flat, not every such curve was filed as active; inconclusive = small, poorly fitted or top-dose-only effect, or effect the other way, or a change in a side signal; inactive = no such curve, though single readings can be large or run the other way; the % refers to the polarisation; note: potency is the fitted concentration of half-maximal effect
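Purified MLL-CXXC (added from a 7 uM solution) was preincubated 5 min at ambient with pinned compounds in 50 mM Tris-HCl pH 7.5, 50 mM NaCl, 1 mM DTT, 0.05% BSA. Fluorescein-labeled HOX-A9 DNA (50 nM solution) followed, 30 min, then polarization read.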
BRCA1 expr act: activators of BRCA1 expression. MCF7-BRCA1-FFLuc reporter, luminescence, 48 h; response scale: scaled: vehicle 0%, 10 µM genistein 100%. Potency, µM (top dose mostly 46.1 µM), without a hit: at the highest dose activation, usual class: activators. AID 624202. hit rate 1.1% among 380,000; note: potency is the fitted concentration of half-maximal effect; nearly all actives have a fitted effect of over 80% in size; some results filed as inactive show a strong effect at the top dose
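48 h compound treatment of MCF7-BRCA1-FFLuc cells (phenol-red free MEM, 37 °C), then 15 min with luciferase substrate and luminescence imaging.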
* = called active by the depositor; u = inconclusive; x = not tested or not shown; [ ] = another dose, or the depositor's remark. Unless noted, calls come from the whole dose curve; as a rule, active = well fitted curve in the direction sought with a large enough effect; inconclusive = small, poorly fitted or top-dose-only effect, or another doubt; inactive = no such curve, though single readings can be large; an effect the other way counts as inactive or inconclusive.

structure,MLL CXXC-DNA inh,ELG1 DNA repair,TRPV1 agonist,A-T KAP1 phos,TCR activator,PTAP TSG101 blk,B2AR arrestin,Integrin act MD,BRCA1 expr act,p53 reactivator
COC(=O)c1cccc(C23CC4(C2)[C@H](CN(Cc2cccnc2)[C@@H]4c2ccccc2)C3c2ccccc2)c1 (stereo partly specified),11.0%,-11.8%,7.9,-3.2%,4.2%,-10.3%,-2.0%,38.5%,1.5%,12.4%
COc1ccc(S(=O)(=O)N2CCOCC2)cc1NC(=O)CSc1nnc2n1CCCCC2,x,0.0%,x,8.9%,-5.7%,-5.6%,0.4%,4.0%,-0.1%,-4.2%
Cn1c(NC(=O)CC(C)(C)C)cc(=O)n(C)c1=O,-6.9%,18.3%,0.2,4.5%,3.8%[46.1 µM],-7.1%,-0.4%,-13.0%,4.9%,0.6%
COc1ccc(S(=O)(=O)N2Cc3ccccc3CC2C(=O)N2CCOCC2)cc1OC (stereo unspecified),2.2%,2.9%,0.9,-5.2%,x,-1.2%,-0.4%,9.5%,-4.2%,3.3%
COc1ccc(C=O)cc1Cn1cnc2c(cnn2C)c1=O,5.9%,0.0%,-2.5,-4.2%,-1.3%,-3.2%,0.1%,-1.7%,-4.5%,1.6%
CC(OC(=O)[C@@H](NC(=O)c1ccco1)C(C)C)C(=O)Nc1ncc(Cl)cc1Cl (stereo partly specified),x,11.3%,x,4.5%,0.6%,0.2%,-0.8%,6.9%,-5.0%,-6.5%
S=c1[nH]nc([C@@H]2C[C@H]2c2ccccc2)n1-c1ccccc1,-6.6%,4.4%,8.4,6.9%,-7.8%[46.1 µM],-1.3%,-0.1%,-13.0%,-25.3%,-6.1%
Cc1ccccc1OCC(=O)Nc1ccccc1-c1ccccc1NC(=O)COc1ccccc1C,14.3%,7.9%,4.9,7.3%,-9.0%,-0.1%,-1.6%,10.4%,-33.3%,1.3%
CNC(=O)CN(c1cccc2ccccc12)S(C)(=O)=O,-4.1%,6.5%,-3.3,5.0%,-0.5%,1.0%,0.0%,13.3%,-11.5%,-1.2%
CN(CC(=O)Nc1ccccc1C(F)(F)F)C(=O)Cc1ccccc1F,-10.0%,-2.9%,-3.2,5.6%,-4.5%,-8.1%,0.2%,9.7%,11.4%,-7.3%
CCNC(=O)Nn1c(C)nnc1C,20.3%,8.7%,-5.8,-4.9%,-1.3%,1.8%,0.0%,-15.8%,17.5%,21.7%
CNC(=O)NC(=O)C(OC(=O)Cc1cccc(C(F)(F)F)c1)c1ccccc1 (stereo unspecified),45.9%[activator],5.7%,-0.6,-1.0%,0.2%,-4.9%,-0.5%,u,12.2%,-8.2%
CCCn1c(N)c(N(CCOC)C(=O)CSc2c(Cl)cccc2Cl)c(=O)[nH]c1=O,x,0.0%,x,-1.2%,-11.1%,-5.4%,0.8%,-1.9%,-3.8%,1.8%
COc1ccc(N2CCN(C(=O)c3ccc(CNS(=O)(=O)c4cc(C)ccc4C)cc3)CC2)cc1,-9.5%,-20.0%,-0.8,6.4%,-0.6%,-0.4%,0.3%,-27.1%,-56.3%,-10.6%
O=[N+]([O-])c1ccc2sc(SCc3nc4ccccn4c3Br)nc2c1,77.9%[activator],20.6%,-8.6,8.2%,0.0%[46.1 µM],x,3.3%,x,x,11.1%

(listing goes on)
structure,MLL CXXC-DNA inh,ELG1 DNA repair,TRPV1 agonist,A-T KAP1 phos,TCR activator,PTAP TSG101 blk,B2AR arrestin,Integrin act MD,BRCA1 expr act,p53 reactivator
O=C(CCN1C(=O)C2C3C=CC(C3)C2C1=O)N1CC(=O)N(CCc2ccccc2)C(=O)C1 (stereo unspecified),6.0%,12.1%,2.2,6.4%,-1.0%,-0.1%,0.1%,22.0%,-29.5%,-3.7%
COc1ccccc1NC(=O)/C(C#N)=C/c1ccncc1,-6.6%,u,-0.5,4.0%,-1.1%,-0.8%,0.1%,u,-9.2%,1.5%
Cc1ccc(NC(=O)C(C)OC(=O)CCC2CCCCC2)cc1 (stereo unspecified),x,12.1%,u,-1.8%,-0.3%,-0.9%,0.0%,1.6%,-2.2%,4.9%
Fc1cccc(Cl)c1C1Nc2cccc3cccc(c23)N1,-1.3%,-14.0%,16.9,-0.4%,-0.6%,-5.1%,u,-26.5%,-42.2%,x
Cc1ccc(C2(COC(=O)C(C)C)CO2)c(OC(=O)C(C)C)c1 (stereo unspecified),4.8%,11.4%,14.3,-5.4%,18.1%,-1.0%,13.2%,-10.7%,8.8%,-14.1%
CCOC(=O)C1CCN(S(=O)(=O)c2c(C)[nH]c(C)c2C(=O)N2CCCC2)CC1,10.9%,12.6%,4.3,-1.8%,-9.3%,0.9%,0.2%,15.9%,-9.4%,19.2%
COc1ccc2oc(C(=O)NC(C)c3ccccn3)c(C)c2c1 (stereo unspecified),x,18.6%,x,15.3%,-2.7%[46.1 µM],-2.2%,0.3%,7.1%,-21.6%,5.2%
COc1ccc(CNc2ncnc3cc(OC)c(OC)cc23)cc1OC,-0.3%,-19.3%,-1.0,-1.8%,-1.4%,-4.6%,0.9%,0.0%,-5.1%,-8.6%
CCCCOC(=O)c1ccc(O)cc1,1.1%,u,-0.5,-4.4%,-2.7%,0.3%,0.1%,-16.3%,72.7%,16.6%
CCCCn1c(-c2ccccc2)nnc1-c1ccccc1,-8.4%,u,1.9,17.5%,6.0%,-7.0%,0.4%,28.4%,-14.5%,-4.3%
COc1ccc(C2=[N+]([O-])C(C)(C)C(c3ccccc3)=N2)cc1,1.4%,-26.3%,u,-0.9%,-1.6%,-0.7%,0.2%,-16.0%,-12.0%,-4.9%
COc1ccccc1/C=C/C(=O)OCC(=O)NC1CCCCCC1,x,4.7%,20.2,-2.2%,-2.8%,-3.0%,0.4%,-0.3%,-9.8%,13.4%
CC(C)(C)C(=O)COc1ccccc1[N+](=O)[O-],11.3%,-4.1%,-0.7,3.1%,4.1%,-1.0%,-0.1%,-57.1%[inhibitor],0.0%,-10.4%
CC(C)CNC(=O)CC(=O)N/N=C/c1ccc(Br)cc1,-4.4%,u,-2.2,2.7%,-1.0%,-0.9%,-1.0%,-22.9%,94.2%,1.1%
[N-]=[N+]=NC[C@H](Cc1ccccc1)N1CC[C@@H](OCc2ccccc2)CCC1=O,3.3%,15.9%,11.8,-6.7%,-2.0%,-2.9%,-0.4%,-13.4%,0.0%,8.7%

(cont.)
structure,MLL CXXC-DNA inh,ELG1 DNA repair,TRPV1 agonist,A-T KAP1 phos,TCR activator,PTAP TSG101 blk,B2AR arrestin,Integrin act MD,BRCA1 expr act,p53 reactivator
O=C1NC(Cc2ccc(O)cc2)c2nc3ccc(Cl)cc3c(=O)n2-c2ccccc21 (stereo unspecified),x,-0.2%,x,-8.2%,x,x,-0.6%,x,x,3.9%
COc1ccc(N2CCN(c3ncnc4scc(-c5ccc(C)cc5)c34)CC2)cc1,3.0%,u,1.9,-2.8%,5.9%,-0.2%,0.5%,-47.5%[inhibitor],-63.0%,6.2%
Cc1cccc(N(CC(=O)NC2CCCC2)C(=O)CCC(=O)Nc2ccccn2)c1,38.6%[activator],-5.8%,5.1,-1.4%,3.6%,-0.4%,0.1%,5.1%,-5.2%,-3.8%
Cc1nn(CC(C)C)c2sc(C(=O)NC3CC(C)(C)NC(C)(C)C3)cc12,1.4%,2.7%,0.0,-4.0%,-1.4%,0.4%,0.0%,-50.0%[inhibitor],-21.4%,-2.7%
Cc1ccccc1NS(=O)(=O)c1ccc(C(=O)N2CCC2)cc1,x,11.5%,5.2,-2.5%,-3.4%,-2.9%,-0.9%,11.5%,-26.3%,0.4%
COc1ccc(N2C(=O)C3C(C2=O)C2C=CC3C23CC3)c(OC)c1 (stereo unspecified),-3.3%,u,-2.7,2.8%,3.9%,-0.9%,-0.2%,-15.2%,0.0%,u
CSc1cccc(CN2CCN(CCC(C)C)C(CCO)C2)c1 (stereo unspecified),9.2%,3.3%,4.3,4.7%,2.0%,1.8%,-0.7%,-9.3%,-20.1%,1.8%
Cc1cccc(OCc2nnc(N)s2)c1,0.5%,3.7%,-0.9,1.6%,4.2%,-6.2%,0.0%,-15.8%[7.66 µM],46.0%,15.1%
O=C(/C=C/c1ccc(F)cc1)N1CCN(Cc2ccccc2)CC1,x,x,x,x,-4.2%,1.3%,x,19.3%,80.9%,x
O=P(CCO)(c1ccccc1)c1ccccc1,4.1%,0.5%,3.2,-4.9%,-2.6%,-3.2%,0.7%,4.6%,0.0%,-4.3%
COc1ccc2cc(CN(Cc3ccco3)C(=S)NCC3CCCO3)c(=O)[nH]c2c1 (stereo unspecified),-4.2%,23.1µM*,29.3,-1.0%,3.7%,-4.0%,-0.4%,-22.5%,-56.4%,-5.1%
COc1ccccc1NC(=S)N1CCC(NC(=O)NC23CC4CC(CC(C4)C2)C3)CC1,5.7%,-7.3%,0.8,2.0%,4.0%,-10.3%,-0.7%,-26.2%,0.6%,-5.2%
COc1ccc(S(=O)(=O)N2CCOCC2)cc1NC(=O)CCOc1ccc(C(C)(C)C)cc1,x,0.4%,19.7,0.4%,2.4%,0.9%,-0.3%,-0.6%,-6.0%,5.2%

Bioassay records as filed in PubChem BioAssay.
